HCV inhibitor: blocks hepatitis C virus. Huh7.5.1 HCVcc-Cre infection, luciferase reporter, 44 h. Potency, µM (series often up to 41.8 µM), without a hit: top-dose activity change, negative = inhibition, hits mostly inhibitors. AID 651820. actives 3.4% (n = 340,000); also: potency is read from the fitted curve at half-maximal effect
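Compounds are dispensed onto cells plated 4 h earlier at 1,000 per well, with HCVcc-Cre virus (about 0.5 moi) added next. Following 44 h of culture, luminescent signal is measured for 15 sec after 15 min with substrate at room temperature.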
LmPK inhibitor: inhibitors of Leishmania mexicana pyruvate kinase. purified LmPK, Kinase-Glo ATP luminescence, 1 h. Potency, µM (titrated, usually from 57.5 µM), inactives show at the highest dose activity change, negative = inhibition, actives largely listed as inhibitors. actives 0.37% (n = 290,000); also: potency is read from the fitted curve at half-maximal effect
Target sequence (Q27686 whole entry, looked up): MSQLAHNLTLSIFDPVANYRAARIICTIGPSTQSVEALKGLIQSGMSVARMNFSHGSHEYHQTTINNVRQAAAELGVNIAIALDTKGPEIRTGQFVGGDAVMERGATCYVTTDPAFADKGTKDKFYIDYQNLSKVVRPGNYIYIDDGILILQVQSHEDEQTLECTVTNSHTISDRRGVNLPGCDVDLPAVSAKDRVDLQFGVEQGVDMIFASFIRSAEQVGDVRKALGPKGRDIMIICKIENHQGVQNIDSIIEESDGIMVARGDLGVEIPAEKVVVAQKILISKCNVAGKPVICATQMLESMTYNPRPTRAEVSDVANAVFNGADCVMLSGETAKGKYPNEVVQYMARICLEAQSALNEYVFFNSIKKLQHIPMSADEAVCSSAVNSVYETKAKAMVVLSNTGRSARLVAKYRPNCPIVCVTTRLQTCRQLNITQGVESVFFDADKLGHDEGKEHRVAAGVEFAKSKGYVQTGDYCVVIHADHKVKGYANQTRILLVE
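Screened at intermediate enzyme activity to detect both inhibitors and activators: LmPK at 0.1 nM, with a 0.5 nM enzyme column as activation reference. PEP 0.5 mM, ADP 0.1 mM; ATP detected by luminescence after 1 h.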
AmpC inh detg: inhibitors of E. coli AmpC beta-lactamase with detergent | P00811 | Potency, µM (titrated, usually from 114 µM), inactives show at the top dose activity change, negative = inhibition, usual class: inhibitors | actives 0.041% (n = 370,000) | AmpC hydrolysis of nitrocefin, absorbance 480 nm, 0.01% Triton;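 also: potency is read from the fitted curve at half-maximal effect; 0% = no-compound wells and -100% = no-enzyme wells; nearly all actives have a fitted effect of over 25% in size; some results filed as inactive show a strong effect at the top dose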
Target sequence (P00811 whole entry, looked up): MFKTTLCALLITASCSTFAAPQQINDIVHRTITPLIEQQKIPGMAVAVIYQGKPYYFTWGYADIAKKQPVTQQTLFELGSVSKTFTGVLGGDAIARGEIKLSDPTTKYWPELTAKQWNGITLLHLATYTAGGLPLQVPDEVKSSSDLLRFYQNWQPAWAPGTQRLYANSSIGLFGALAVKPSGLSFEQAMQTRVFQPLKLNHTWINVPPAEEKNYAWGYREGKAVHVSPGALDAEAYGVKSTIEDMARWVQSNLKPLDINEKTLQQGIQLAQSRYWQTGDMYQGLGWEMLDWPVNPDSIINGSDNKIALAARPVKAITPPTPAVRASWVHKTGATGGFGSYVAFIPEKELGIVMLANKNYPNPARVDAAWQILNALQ
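20 mM phosphate pH 7.0 + 0.01% (detergent screen) or 0.0001% Triton X-100; 5.3 nM AmpC reagent; cpd preinc 15 min RT; nitrocefin (800 uM stock) to start; A480 q20 s × 4 min; Activity was normalised to no-enzyme and no-compound control wells.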
HCMV antiviral: inhibitors of human cytomegalovirus; HFF cells, HCMV-luciferase reporter, 72 h; hits give low values; activity change, negative = inhibition, % at 57.5 µM; actives 4.5% (n = 410,000); AID 1259415; in the data active = activity change below about -60%; inconclusive = no clear call, values can overlap the other calls; inactive = above about -39%
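Steps: HFFs plated, 16 h 37C; compounds added; HCMV-luciferase added to MOI 1 PFU/cell; 72 h 37C; OneGlo reagent, 5 min room temperature; luminescence read, normalized to controls.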
Tb PYK inh: T. brucei pyruvate kinase inhibition; actives 0.12% (n = 410,000); Q57TT1; AID 624173; TbPYK enzyme, Kinase-Glo Plus ATP luminescence, 45 min; Potency, µM (series often up to 76.8 µM), inactives show at the highest dose activity, negative = inhibition, usual class: inhibitors; also: potency is read from the fitted curve at half-maximal effect; nearly all actives have a fitted effect of over 50% in size
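In this concentration-response screen, enzyme-free wells defined baseline while DMSO plates tracked drift. Each reaction combined TbPYK, substrate, compound and 130 uM ADP for 45 min at room temperature. Kinase-Glo Plus luminescence gave the signal.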
AMA1 RON2 block: inhibitors of Plasmodium falciparum AMA1-RON2 interaction; AlphaScreen AMA1-biotinylated RON2 peptide binding; Potency, µM (titrated, usually from 58.2 µM), for the others: at the top dose activity change, negative = inhibition, usual class: inhibitors; actives 0.2% (n = 360,000); AID 720542;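 also: potency is read from the fitted curve at half-maximal effect; 0% = vehicle wells and -100% = peptide control; nearly all actives have a fitted effect of over 45% in size; some results filed as inactive show a strong effect at the top dose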
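AMA1 (3D7) with his tag at 25 nM final met compounds first, then biotinylated RON2 peptide at 25 nM; detection used donor plus acceptor beads, 10 µg/mL apiece, read by AlphaScreen after 30 min at room temperature.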
AmpC no deterg: AmpC beta-lactamase inhibition without detergent; P00811; Potency, µM (highest dose often 57.1 µM), for inactives: at the top dose activity change, negative = inhibition, actives largely listed as inhibitors; AID 485341; AmpC nitrocefin hydrolysis, absorbance 480 nm, 0.0001% Triton; actives 0.52% (n = 330,000);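 also: potency is read from the fitted curve at half-maximal effect; plate controls were no compound for no effect and no enzyme for full effect; nearly all actives have a fitted effect of over 20% in size; some results filed as inactive show a strong effect at the top dose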
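20 mM phosphate pH 7.0 + 0.01% (detergent screen) or 0.0001% Triton X-100; 5.3 nM AmpC reagent; cpd preinc 15 min RT; nitrocefin (800 uM stock) to start; A480 q20 s × 4 min; Activity was normalised to no-enzyme and no-compound control wells.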
* = called active by the depositor; ? = inconclusive; nt = not tested or not shown; & = joins results of further samples; [ ] = remark or other dose. Unless noted, calls follow the shape of the dose curve; as a rule, active = well fitted curve in the direction sought with a large enough effect; inconclusive = small, poorly fitted or top-dose-only effect, or another doubt; inactive = no such curve, though single readings can be large; an effect the other way counts as inactive or inconclusive. Unless noted, % is scaled to controls: 0 for no effect and ±100 for the full control effect.

entry	SMILES	LmPK inhibitor	AmpC no deterg	HCV inhibitor	AmpC inh detg	Tb PYK inh	AMA1 RON2 block	HCMV antiviral
1	Cc1ccc([C@@H]2CC=C(C(=O)O)[C@H](c3ccc(Cl)cc3)N2S(=O)(=O)c2ccc(C)cc2)cc1	nt	-16.7%	6.1%	-0.9%	0.6%	7.4%	-36.9
2	CCOCCCNC(=O)C1CCC(CNS(=O)(=O)c2ccc(F)cc2)CC1 (stereo not drawn)	-2.7%	14.8%	-3.5%	?	1.2%	-3.9%	-1.4
3	Cc1ccc(-c2nnc3sc(CCc4ccccc4)nn23)cc1	-1.2%	9.4%	-0.5%	-0.2%	-11.7%	47.5%[activator]	-15.1
4	CCc1ccc(NC(=O)CSc2ccc(-c3sc(C)nc3C)nn2)cc1	-0.3%	101.4%[activator]	11.2µM*	-1.0%	8.5%	-15.1%	-38.6
5	CCc1ccc(NCc2cc3cc4c(cc3n(CC(=O)Nc3ccccc3C)c2=O)OCCO4)cc1	nt	nt	nt	14.8%	-3.9%	nt	24.0
6	O=C1S/C(=C\c2ccc(O)c([N+](=O)[O-])c2)C(=O)N1c1ccccc1Cl	1.9%	-43.4%	4.7%	-10.0%	0.0%	-18.9%	-30.8
7	C/C=C(\C)CN1CCC(n2nccc2NC(=O)CCOc2ccccc2)CC1	-0.9%	19.1%	1.4%	?	2.1%	4.5%	-6.6
8	O=C(Cc1ccccc1)NCC(=O)OCC(=O)c1ccc([N+](=O)[O-])cc1	1.9%	-14.7%	17.9%	-7.9%	-8.9%	16.1%	?
9	Cc1cc(C2=NNC(=NC3CC3)SC2)c(C)n1Cc1ccco1	-26.0%	12.7%	?	1.8%	-38.9%	79.1%[activator]	-98.4*
10	C=C1N(c2ccccc2)C(=O)OC1(C)C	-1.0%	-14.7%	18.1%	-13.9%	-3.7%	0.8%	-0.8
11	Cc1ccc(S(=O)(=O)c2ccc(Cl)cc2)cc1S(=O)(=O)N(C)CC(=O)O	2.1%	-28.9%	25.0%	-12.5%	-10.7%	-2.5%	0.6
12	O=C(NCCc1ccc(Cl)cc1)c1cnc2sc(N3CCCCC3)nn2c1=O	nt	nt	nt	7.3%	3.3%	nt	10.1
13	Cc1cc(C(=O)N2CCN(c3cccc(C)c3C)CC2)c2c(C)nn(-c3ccccc3)c2n1	nt	nt	nt	5.8%	-2.2%	nt	9.5
14	Cc1ccccc1C(=O)Nc1sc2c(c1C(=O)NCc1ccco1)CCC(C(C)(C)C)C2 (stereo not drawn)	nt	nt	nt	?	-5.0%	nt	-20.2
15	Cc1ccc(C(=O)N(Cc2nc(-c3ccc(C)cc3)no2)C(C)C)cc1	9.5%	-1.9%	-10.5%	-14.0%	3.1%	-1.8%	6.1
16	CN1C(=O)c2ccccc2C(C(=O)NCCCN2CCCC2=O)C1c1c[nH]c2ccccc12 (stereo not drawn)	-2.3%	14.9%	2.6%	-13.3%	-1.6%	11.7%	35.3
17	O=C(NC12CC3CC(CC(C3)C1)C2)N1CCN(C2CCCCC2)CC1	12.0%[11.5 µM]	-30.3%	-6.2%	-3.0%	-2.7%	-7.4%	8.4
18	Brc1ccc(-c2cn3cccnc3n2)cc1	-0.4%	-6.6%	8.8%	-0.4%	-9.6%	1.5%	9.0
19	Cc1ccccc1NC(=O)CSC(N)=O	2.0%	-6.5%	11.4%	1.4%	0.9%	-4.6%	42.8
20	COc1ccc(C(=O)COC(=O)CCN2C(=O)[C@@H]3[C@H](C2=O)[C@@H]2C[C@H]3C(Br)C2Br)cc1 (stereo partly drawn)	-1.5%	31.5%	0.1%	-11.8%	5.3%	2.5%	19.2
21	C/C(=N\N=c1/sc2ccccc2n1C)c1ccc(N2CCOCC2)cc1	-8.6%	5.6%	6.3%	?	-1.6%	-18.9%	-37.1
22	COCCN1C(=O)N[C@@H](c2ccco2)C(C(=O)OC)=C1C	-1.9%[11.5 µM]	nt	29.8%	nt	-6.5%	9.5%	9.1
23	CCCNC(=O)C1(S(=O)(=O)c2ccccc2)CC=CC1	-6.8%	-10.7%	9.7%	-8.3%	-10.1%	-5.9%	12.2
24	COc1ccc(/C=C/c2nc3ccccc3c(=O)n2-c2cccc(C(=O)O)c2)cc1	0.7%	-16.9%	13.3%	5.1%	-14.3%	11.3%	-23.5
25	O=C(NC1CCCCC1)c1ccc(CS(=O)(=O)c2ccc(Cl)cc2)o1	-4.6%	13.1%	?	3.6%	2.1%	8.0%	20.4
26	c1ccc2c(c1)OC1OC2Oc2ccccc21	nt	nt	30.9%[activator]	nt	-5.7%	7.3%	nt
27	O=C(COc1ccccc1C(=O)c1cnn(-c2ccccc2)c1)Nc1ccccc1	-1.1%	-8.5%	?	-6.3%	-0.8%	-18.4%&1.4%	43.3
28	COCCOC1CCN(C(=O)c2cc(COc3ccc(-n4cncn4)cc3)on2)CC1	-11.6%	29.9%	-0.2%	1.6%	5.2%	-5.1%	25.1
29	COc1cc(C2C(C#N)=C(N)Oc3n[nH]c(C)c32)ccc1OC(=O)c1ccccc1 (stereo not drawn)	2.6%	-13.4%	20.7%	-0.2%	-9.9%	4.5%	-20.8
30	C=C1SC(Nc2c(C)cc(C)cc2C)=NC12CCCCC2	-0.3%	-38.8%	-64.7%	-1.0%	2.6%	-9.8%	-88.6*
31	CN(C)S(=O)(=O)c1ccc(Cl)c(NC(=O)CN2CCN(c3ccccn3)CC2)c1	0.0%	-12.3%	6.6%	5.2%	14.3%	-1.6%	-6.7
32	C=C(c1ccc(O)cc1)c1ccc(O)cc1	1.5%	-55.9%	8.91µM*	-3.4%	-2.6%	-8.9%	-15.3
33	O=C(CN1C(=O)NC2(CCCCCC2)C1=O)Nc1ccc(S(=O)(=O)N2CCOCC2)cc1	-2.6%	-3.9%	3.6%	?	-5.8%	11.4%	-4.9
34	COC(=O)c1c(SCC(=O)Nc2ccccc2OC)[nH]c2ccccc2c1=O	nt	nt	nt	-1.5%	-5.6%	nt	2.0
35	COc1cc2c(cc1OC)CN(S(=O)(=O)/C=C/c1ccccc1)CC2	3.7%	64.1%[activator]	-3.0%	-4.7%	1.3%	-8.5%	-24.7
36	S=C(NCc1ccco1)N1CCN(c2ccccc2Cl)CC1	4.5%	-29.3%	-18.0%	-7.2%	-4.4%	-6.1%	24.6
37	COc1cccc(Cn2c(=O)n(CC3CCC(C(=O)NC(C)C)CC3)c(=O)c3sccc32)c1 (stereo not drawn)	nt	nt	nt	0.2%	-4.6%	nt	-19.4
38	Cc1nn(C)cc1CNC(=O)Nc1ccc(Cl)cc1	0.3%	-19.1%	6.0%	?	4.1%	-0.7%	9.8
39	Clc1ccc2nc(CSc3nncn3-c3ccccc3)cn2c1	-1.5%	-9.4%	3.5%	-1.3%	-22.1%	20.3%	-14.5
40	COc1ccccc1NC(=O)c1nn(-c2ccc(OC(F)(F)F)cc2)ccc1=O	8.3%	?	0.4%	0.0%	-4.1%	12.4%	3.0
41	CCOc1ccccc1CN(Cc1ccco1)S(=O)(=O)c1ccc(-n2cnnn2)c(OC)c1	2.3%	26.9%	?	4.3%	0.3%	-6.3%	-74.4*
42	CC(C)(C)OC(=O)CC1(C#N)c2ccccc2C(Br)=CN1C(=O)c1ccccc1 (stereo not drawn)	nt	-16.0%	?	?	-5.2%	-5.9%	?
43	O=C(Nc1cc([N+](=O)[O-])ccc1N1CCCC1)c1ccccc1	-0.7%	-22.0%	?	-6.7%	1.1%	-11.0%	-19.9
44	Cn1cccc1/C=N/NC(=O)Cc1ccccc1	4.1%	-17.9%	-6.9%	-6.8%	-2.3%	13.0%	21.7
45	Cc1ccc2c(c1)N(C(=O)CCC(=O)NCc1cccc(Br)c1)CC(C)O2 (stereo not drawn)	-1.2%	54.9%	-25.8%	-4.6%	4.2%	1.9%	-17.1
46	COc1ccccc1Cn1c(CCCO)nc2ccccc21	2.3%	22.6%	14.6%	-2.3%	8.4%	-2.0%	33.7
47	CCc1noc(C)c1C(=O)Nc1cc(S(=O)(=O)N(CC)CC)ccc1N1CCCC1	nt	-11.1%	3.5%[8.37 µM]	?	0.1%	4.8%	-1.1
48	C=C1CCC[C@]2(C)C[C@H]3OC(=O)C(CN4CCCCC4CO)[C@H]3CC12 (stereo partly drawn)	4.1%	-9.8%	-16.9%	6.6%	-5.6%	8.9%	-92.1*
49	CCCN(CC(=O)Nc1ccccc1OC)C(=O)Cc1ccc2c(c1)CCC2	nt	9.1%	2.2%	-11.3%	-18.1%	8.7%	nt
50	CCC(C)n1ncn(-c2ccc(N3CCN(c4ccc(OC)cc4)CC3)cc2)c1=O (stereo not drawn)	0.6%	-7.5%	13.8%	-9.2%	-10.4%	-3.8%	-21.7
51	COc1ccccc1OC(C)C(=O)Nc1c(C(=O)c2ccc(Cl)cc2)oc2ccccc12 (stereo not drawn)	nt	nt	nt	24.2%	-4.5%	nt	4.7
52	CNc1cc(-n2nc(C)cc2-c2ccccc2)ncn1	6.3%	-7.6%	-19.5%	-11.9%	-4.2%	?	25.0
53	COc1cc(C(=O)NCc2ccc(C)cc2)ccc1OC(F)F	2.3%	4.6%	19.6%	5.4%	1.0%	27.3%	29.7

Compound profiles, as listed above:
CCCN(CC(=O)Nc1ccccc1OC)C(=O)Cc1ccc2c(c1)CCC2 reads LmPK inhibitor: nt; AmpC no deterg: 9.1%; HCV inhibitor: 2.2%; AmpC inh detg: -11.3%; Tb PYK inh: -18.1%; AMA1 RON2 block: 8.7%; HCMV antiviral: nt
O=C(NCCc1ccc(Cl)cc1)c1cnc2sc(N3CCCCC3)nn2c1=O reads LmPK inhibitor: nt; AmpC no deterg: nt; HCV inhibitor: nt; AmpC inh detg: 7.3%; Tb PYK inh: 3.3%; AMA1 RON2 block: nt; HCMV antiviral: 10.1

Screening results deposited in PubChem BioAssay by National Center for Advancing Translational Sciences (NCATS).
